Compound activity deposited in PubChem by several laboratories.
OX1R antag – human HCRTR1 antagonism | O43613 | CHO/OX1R cells, Fluo-8 calcium fluorescence, orexin A | inhibition, % at 5 µM | actives 0.43% (n = 330,000) | AID 434989;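 active = inhibition above its plate's threshold, mean inhibition of all tested compounds on the plate plus 3 SD, cut at about 37% in these data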;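 note: 0% = orexin A challenge wells and 100% = SB-334867-A antagonist wells; not every result past the cut was called active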
Target sequence (O43613 whole entry, looked up): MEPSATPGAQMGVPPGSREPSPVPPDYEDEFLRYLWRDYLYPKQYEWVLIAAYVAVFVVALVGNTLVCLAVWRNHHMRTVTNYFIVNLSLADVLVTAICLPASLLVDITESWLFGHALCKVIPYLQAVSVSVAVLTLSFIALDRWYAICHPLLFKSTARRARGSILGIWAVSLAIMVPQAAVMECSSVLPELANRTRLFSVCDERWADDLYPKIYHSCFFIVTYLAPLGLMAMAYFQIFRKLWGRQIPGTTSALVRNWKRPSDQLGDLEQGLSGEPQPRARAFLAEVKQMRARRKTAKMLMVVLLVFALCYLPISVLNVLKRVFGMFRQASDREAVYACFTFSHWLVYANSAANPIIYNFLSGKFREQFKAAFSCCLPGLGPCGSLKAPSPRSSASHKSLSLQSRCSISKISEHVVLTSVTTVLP
CHT allo act – allosterically activates the human high affinity choline transporter; Q9GZV3; CHT-expressing cells, membrane potential dye, choline EC20; hits give high values; LV-AA mutant CHT in HEK293 cells; B-score at 10 µM; actives 0.49% (n = 310,000);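 active = initial fluorescence not abnormally high and integrated response B-score, plate-corrected, over 3 SD above library mean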
Target sequence (Q9GZV3 whole entry, looked up): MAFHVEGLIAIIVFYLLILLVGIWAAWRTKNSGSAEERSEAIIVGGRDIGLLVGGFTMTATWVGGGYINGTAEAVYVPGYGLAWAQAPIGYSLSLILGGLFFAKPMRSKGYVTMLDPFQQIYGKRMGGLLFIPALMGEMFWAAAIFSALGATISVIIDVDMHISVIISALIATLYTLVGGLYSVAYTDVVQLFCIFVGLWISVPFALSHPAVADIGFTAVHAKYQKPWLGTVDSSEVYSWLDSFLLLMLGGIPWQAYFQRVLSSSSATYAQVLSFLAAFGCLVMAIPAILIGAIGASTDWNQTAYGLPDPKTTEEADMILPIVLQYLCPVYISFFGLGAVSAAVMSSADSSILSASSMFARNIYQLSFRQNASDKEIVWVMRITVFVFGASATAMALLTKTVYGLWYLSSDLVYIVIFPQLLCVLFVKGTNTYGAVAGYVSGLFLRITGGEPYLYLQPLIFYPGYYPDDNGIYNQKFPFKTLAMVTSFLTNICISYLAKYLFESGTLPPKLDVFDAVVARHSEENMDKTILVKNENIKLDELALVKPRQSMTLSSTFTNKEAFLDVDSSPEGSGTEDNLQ
Active calls of the source: *; i = inactive; . = no result given.

SMILES	OX1R antag	CHT allo act
CCOC(=O)/C=C1\Nc2ccccc2OC1=O	-15.0	i
CN(CC(=O)NC(=O)NCc1ccccc1)Cc1ccc(Cl)c(Cl)c1	-34.5	i
O=C(c1nc2ccccn2c1CN1CCCC(O)C1)N1CCN(C2CCCCC2)CC1 (stereo not given)	3.3	i
COc1ccc(/C(C)=C(\C#N)C(=O)OC(C)C)cc1OC	-25.4	i
CC1CCCN(C(=O)c2ccc(CNc3c(N4CCCCC4)c(=O)c3=O)cc2)C1 (stereo not given)	-11.6	i
CCCCC1=CC2=C(c3ccco3)C(=O)C(C)(OC(=O)c3ccc(OC)cc3)C(=O)C2=CN1C1CCCC1 (stereo not given)	-26.4	i
O=C(CC(c1ccccc1)c1ccccc1O)N1CCCCC1 (stereo not given)	5.7	i
CCOC(=O)c1ccccc1N1C(=O)C2Sc3[nH]c(=O)sc3C(/C=C/c3ccccc3)C2C1=O (stereo not given)	-9.0	i
O=C(CN1C(=O)C(=O)N(Cc2ccccc2)C1=O)Nc1ccc(OC(F)F)cc1	-5.4	.
CCn1c(C)nnc1SCC(=O)Nc1cccc(Cl)c1	-2.8	i
Nc1nc2c(F)cccc2s1	1.1	i
O=C(COC(=O)c1cccc([N+](=O)[O-])c1)Nc1ncc(Br)s1	-10.7	.
Cc1ccc(NS(=O)(=O)c2cc(C(=O)NCCSC3CCCCC3)ccc2C)cc1	-34.8	i
Cc1c(NC(=O)/C(C#N)=C/C2CC=CCC2)c(=O)n(-c2ccccc2)n1C (stereo not given)	-12.2	i
CCCOc1ccc(S(=O)(=O)n2cc(F)c(=O)[nH]c2=O)cc1	-7.7	i
Cc1ccc(C(=O)Nc2cccc(NC(=O)CN3CCCCC3)c2)cc1	-18.8	i
c1ccc(SCc2nc3ccccc3[nH]2)nc1	-10.6	i
CC12COC3(C(=O)NCCc4ccccc4)CC1CCC32C (stereo not given)	-1.7	i
Cc1ccc(SCc2nc(-c3ccncc3)no2)cc1	-11.1	i
CCN(Cc1ccccc1)S(=O)(=O)c1ccccc1Br	-10.2	.
CCCCCCNC(=O)c1c(O)c2cccc3c2n(c1=O)CCC3	-26.2	i
Cc1ccccc1-c1nc2c(s1)CCc1onc(-c3ccc(Cl)cc3)c1-2	-17.2	i
CCOC(=O)c1cc(-c2csc(Nc3ccccc3Cl)n2)on1	-1.6	i
CCc1ccccc1NC(=O)CNC(=O)c1cc(C2CC2)nc2c1cnn2C(C)C	9.5	.
C=CCNC(=O)CN1CCC(NC(=O)c2ccco2)CC1	4.2	i

A different layout for some results above.
Cc1ccc(NS(=O)(=O)c2cc(C(=O)NCCSC3CCCCC3)ccc2C)cc1
  OX1R antag: -34.8
  CHT allo act: i
O=C(c1nc2ccccn2c1CN1CCCC(O)C1)N1CCN(C2CCCCC2)CC1 (stereo not given)
  OX1R antag: 3.3
  CHT allo act: i
Cc1ccccc1-c1nc2c(s1)CCc1onc(-c3ccc(Cl)cc3)c1-2
  OX1R antag: -17.2
  CHT allo act: i
O=C(COC(=O)c1cccc([N+](=O)[O-])c1)Nc1ncc(Br)s1
  OX1R antag: -10.7
  CHT allo act: .

(continued)
SMILES	OX1R antag	CHT allo act
Cc1c(NC(=O)c2ccccc2NS(=O)(=O)c2ccc(Br)cc2)c(=O)n(-c2ccccc2)n1C	-10.5	i
Cc1ccc2c(c1)C(c1ccccc1)N(C(=O)c1ccc(Br)o1)CC(=O)N2 (stereo not given)	-32.3	i
COc1ccc(-[n+]2c(C)cc(/C=C3\Sc4ccccc4N3C)cc2C)cc1	30.7	i
CC(Sc1n[nH]c(-c2ccccc2F)n1)C(=O)Nc1ccc(S(N)(=O)=O)cc1 (stereo not given)	-13.7	.
Cc1ccc(NC(=O)c2c(C(F)(F)F)nn(C)c2SCc2ccc(Cl)cc2)cc1C	14.7	i
Cc1cccc(NC(=O)CCCC(=O)OC(C)C(=O)c2ccccc2)c1 (stereo not given)	-5.4	i
O=C(Nc1cccnc1Cl)c1cc(-c2ccc(F)cc2)on1	-20.4	i
C[C@H](CCC(=O)O)[C@H]1CC[C@H]2[C@@H]3CC[C@@H]4C[C@H](O)CC[C@]4(C)[C@H]3C[C@H](O)[C@]12C	5.3	i
Cc1nc2ccccc2n1CCOc1ccccc1	-0.1	i
Cc1nn(-c2ccccc2)c2sc(C(=O)n3cccn3)cc12	-24.4	i
CCOC(=O)CCSc1nc(C)c2cc(OC)ccc2n1	-13.6	i
CCOc1ccc(Nc2nc(N(C)c3ccccc3)nc(N)c2[N+](=O)[O-])cc1	-23.0	i
CC(C)COC(=O)COc1cc(Cl)c(Cl)cc1Cl	-11.9	.
COc1ccc(CCN(C)C(=O)C(CCSC)NC(=O)c2ccco2)cc1OC (stereo not given)	-22.0	.
Cc1nn(Cc2nnc(SCC(=O)Nc3ccc(Cl)cc3)n2C)c(C)c1[N+](=O)[O-]	-22.5	i
O=C(NCCc1c[nH]c2ccccc12)C(=O)NCC(c1cccnc1)N1CCN(c2ccccc2)CC1 (stereo not given)	0.7	i
Cc1[nH]c2ccccc2c1/C=N/NC(=O)C1CC1(c1ccccc1)c1ccccc1 (stereo not given)	-21.3	i
CC(O)CNc1ncnc2cc(-c3ccc(F)cc3)sc12 (stereo not given)	-10.8	i
C#CCONC(=O)c1cc(OCC(F)(F)F)ccc1OCC(F)(F)F	-2.5	i
O=C(NC1CCCCC1)c1ccc(-c2ccccc2[N+](=O)[O-])o1	-19.4	i
CC1CCCN(CCCNC(=O)c2ccc3c(c2)N(Cc2ccccc2F)C(=O)c2ccccc2S3(=O)=O)C1 (stereo not given)	-24.6	i
O=C(NCc1ccc2c(c1)OCO2)C1CC(=O)N(C2CCCC2)C1 (stereo not given)	3.7	i
COc1cc([N+](=O)[O-])ccc1NC(=O)CN1CCCC1	-15.1	i
CCN(CC(=O)NCc1ccc(Cl)cc1)C(=O)c1ccc(C#N)cc1	-22.1	i
Cc1ccc(OCC(=O)N(Cc2cccc(Cl)c2)C2CCS(=O)(=O)C2)cc1C (stereo not given)	-11.5	i
SMILES	OX1R antag	CHT allo act
Cc1c(Br)c([N+](=O)[O-])nn1CC(=O)N1CCc2ccccc2C1	-24.4	i
Cc1cc(C(=O)COc2cc(F)ccc2[N+](=O)[O-])c(C)n1CC1CCCO1 (stereo not given)	-17.1	.
O=C(c1cc2ccccc2oc1=O)N1CCN(S(=O)(=O)c2ccccc2)CC1	-3.2	i
CCOP(=O)(OCC)C(C)(C)NC(=O)c1cc([N+](=O)[O-])cc([N+](=O)[O-])c1	7.6	i
CCc1cc(-c2n[nH]c(C)c2-c2nc(C)cs2)c(O)cc1OC	-30.5	i
CCn1c(SCC(N)=O)nnc1-c1ccc(OC)c(OC)c1	-3.3	i
O=c1c2ccccc2cnn1Cc1cccc(Br)c1	-31.8	i
Oc1c(Br)cc(Br)cc1CNc1nccs1	.	i
Nc1sc(-c2ccccc2)n[n+]1Cc1cccc2cccnc12	-3.2	7.82*
CCOc1cc(/C=N/NC(=O)c2cc(-c3cccc(OC)c3)nc3ccccc23)ccc1O	-2.1	i
COc1ccc(CCNC(=O)c2ccc3c(SCC(=O)O)c4c(nc3c2)CCCC4)cc1OC	-14.0	i
CCCSc1cc(NCCOC(C)=O)c([N+](=O)[O-])c2nonc12	-6.8	i
Cc1ccc(S(=O)(=O)NC(CC(=O)NC2CCCC2)c2ccco2)cc1 (stereo not given)	-19.1	i
Cc1ccc(C)c(SCC(=O)N(C)C2CCS(=O)(=O)C2)c1 (stereo not given)	-17.6	.
Cc1ccccc1OCC(=O)NCCCNC(=O)c1cccnc1	-3.6	i
CCCN(C(=O)Cc1nc(N)n[nH]1)C1(C(=O)Nc2ccccc2C)CCCCC1	6.7	i
COc1cccc(N2CCN(C(=O)CC(NC(=O)c3ccccc3)c3ccccc3)CC2)c1 (stereo not given)	-19.0	.
Cc1c(/C=N/NC(=O)c2cccnc2)c2ccccc2n1Cc1ccccc1	-10.2	i
Cc1nc(CS(=O)(=O)c2ccc(Cl)cc2)cc(N2CCOCC2)n1	-0.1	i
Cc1cc(=O)[nH]c2c1c(C)nn2C1CCOC(C)(C)C1 (stereo not given)	4.6	i
CC1CCN(CCc2nc3cc(NC(=O)NC4CCCCC4)ccc3n2C)CC1	-28.1	i
CCOc1ccc(NC(=O)CNC(=O)c2nn(-c3ccc(OC)cc3)c(=O)c3ccccc23)cc1	-23.9	i
COCc1c(C(=O)N2CCN(c3ccccc3C)CC2)oc2ccccc12	-31.3	.
CCc1ccc(NC(=O)c2cnn(-c3ccccc3)c2C)cc1	-17.4	i
Cc1cc(OCC(=O)Nc2ccc(CN3CCOCC3)cc2)c2c(C)cc(=O)oc2c1	-20.7	i
SMILES	OX1R antag	CHT allo act
Cc1ccnc(NS(=O)(=O)c2ccc(NC(=O)Cc3cccs3)cc2)n1	9.5	i
C/C(=N\NC(=O)COc1ccccc1[N+](=O)[O-])c1cccs1	-25.5	i
Cc1cc(OCC(=O)Nc2ccccc2N2CCOCC2)c(C(C)C)cc1Cl	-30.2	.
Cc1cc(C)cc(NC(=O)c2cc(S(=O)(=O)NCc3ccco3)ccc2F)c1	-2.1	i
COc1ccccc1NC(=O)CSc1nnc(Cn2c(=O)sc3ccccc32)n1C	-14.3	i
Cc1ccc(NC(=O)CSc2nn3c(=O)c(C)nnc3s2)cc1Cl	-7.1	i
Cc1ccc(NC(=O)COC(=O)C2(CC(=O)NC(C)C)CCCC2)cc1C	8.1	.
Cc1nc2nc3c(c(=O)n2[nH]1)CCCC3	-7.3	i
CCN1CCN(C(c2cccs2)C(C)NC(=O)c2ccccc2OC)CC1 (stereo not given)	-21.9	i
CC(=O)c1ccc(S(=O)(=O)N2CCN(CCOc3ccc(Br)cc3)CC2)cc1	12.2	.
CCNC(=O)COC(=O)CNC(=O)c1cc(Cl)cc([N+](=O)[O-])c1	-12.2	i
Cc1ccc(C)c(C(C)NC(=O)CC#N)c1 (stereo not given)	-15.4	i
COc1ccc(-c2nc(NC(=O)c3n[nH]c(=O)c4ccccc34)sc2C)cc1	-22.9	i
O=S(=O)(Nc1cccnc1)c1ccc(Cl)c(C(F)(F)F)c1	-7.7	i
COc1cc(C(C(=O)NC2CCCCC2)N(C(=O)c2snc(C(N)=O)c2N)c2ccc(C)cc2)ccc1O (stereo not given)	-2.7	i
COC(=O)COc1ccc2cc(-c3ccc(OC)cc3)c(=O)oc2c1	-12.6	i
CC(C)c1nn(-c2cc(C(F)(F)F)ccn2)c(=O)o1	-6.2	i
COc1cccc2cc(S(=O)(=O)c3ccc(C)cc3)/c(=N/NS(=O)(=O)c3ccc(C)cc3)oc12	-46.1	i
COC(=O)C1CCN(C(=O)CSc2nnc(-c3ccncc3)o2)CC1	-0.1	i
Cc1ccc(OCCN(C)C(=O)CC2C(=O)NCCN2CC(C)(C)C)cc1 (stereo not given)	-35.2	i
CC(=O)Nc1cccc(-c2nnc(-c3ccc(C)cc3)o2)c1	.	i
C/C(=N\NC(=S)Nc1cccc(C)c1)c1cccc(N)c1	-26.5	i
Cc1ccc(S(=O)(=O)Nc2nc3ccc(N)cc3s2)cc1	2.9	i
CCCCN1C(=O)C2NN=C(C(=O)OCC)C2C1=O (stereo not given)	-5.9	i
Cc1ccc(C)c(NS(=O)(=O)c2ccc(-c3coc(C)n3)cc2)c1	-18.0	i

A different layout for 2 compounds above.
SMILES | OX1R antag | CHT allo act
CCN1CCN(C(c2cccs2)C(C)NC(=O)c2ccccc2OC)CC1 (stereo not given) | -21.9 | i
CC(=O)c1ccc(S(=O)(=O)N2CCN(CCOc3ccc(Br)cc3)CC2)cc1 | 12.2 | .

Continuation:
SMILES	OX1R antag	CHT allo act
O=C(O)CCc1ccc(-c2ccc(Br)cc2)n1Cc1ccco1	-13.4	i
O=C1/C(=C/c2ccccc2)CCCc2ccccc21	-17.3	i
CC(C)N(Cc1ccccc1)C(=O)COC(=O)c1c(F)cccc1F	0.9	.
CCOC(=O)c1cn2nc(Oc3ccc(OC)cc3)ccc2n1	-10.1	i
Cc1ccc(CNC(=O)c2cc3c(-c4ccc(Cl)cc4)nn(C)c3s2)o1	-26.9	i
Clc1ccc(-c2ccc(-c3nn4c(-c5ccco5)nnc4s3)o2)cc1	-8.8	i
O=C(Nc1ccc(Nc2ccncc2)cc1)c1ccc([N+](=O)[O-])cc1	-13.4	i
COC(=O)CCCCCc1ccc(C(C)=O)s1	-18.3	i
CCCc1ccc(-c2cc(C(=O)NN3CCOCC3)c3ccccc3n2)cc1	-33.7	i
O=[N+]([O-])c1ccc(/C([O-])=C(/C(=S)Nc2ccccc2F)[n+]2ccccc2)cc1	-2.6	i
CC1(C)N([O-])C(c2ccccc2)=C[N+](=O)C1(C)C	9.3	i
Cc1cc(C(C)(C)C)nc2[nH]n(-c3ccccc3)c(=O)c12	-32.1	i
COC1CCCN(C(=O)c2ccc(OC3CCN(S(=O)(=O)N(C)C)CC3)cc2)C1 (stereo not given)	2.2	i
COc1ccc(/C=N/NC(=O)Cn2cnc3c2c(=O)n(C)c(=O)n3C)c(OC)c1OC	-12.2	i
COc1ccc2[nH]c3c(NCCN(C(C)C)C(C)C)ncnc3c2c1	-8.3	i
Cc1cc(C(=O)OCn2nnc3ccccc3c2=O)c(C)o1	-10.9	i
O=C(c1ccc(-c2ccccc2)c(F)c1)C1CCCN(CCCn2cccn2)C1 (stereo not given)	-22.4	i
O=C(Cc1ccccc1F)Nc1ccccc1-c1ccccc1	-18.6	i
C/C(=N\OCC(=O)Nc1ccccc1Br)c1cccs1	-10.3	i

Looked up by structure from the list above (six):
SMILES	OX1R antag	CHT allo act
CCOC(=O)c1cn2nc(Oc3ccc(OC)cc3)ccc2n1	-10.1	i
O=C(c1cc2ccccc2oc1=O)N1CCN(S(=O)(=O)c2ccccc2)CC1	-3.2	i
CC(O)CNc1ncnc2cc(-c3ccc(F)cc3)sc12 (stereo not given)	-10.8	i
CCn1c(C)nnc1SCC(=O)Nc1cccc(Cl)c1	-2.8	i
Cc1ccc(SCc2nc(-c3ccncc3)no2)cc1	-11.1	i
CCOc1cc(/C=N/NC(=O)c2cc(-c3cccc(OC)c3)nc3ccccc23)ccc1O	-2.1	i
